PPARg SRC1 recr = PPARgamma agonists recruiting SRC-1 coactivator, primary screen, biochemical; Peroxisome proliferator-activated receptor gamma (Homo sapiens), P37231; PPARgamma-SRC-1 coactivator recruitment biochemical assay; activation, % at 8 µM; 0.41% of 200,000 active; in the data active = activation above about 19%;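 note: 0% = DMSO and 100% = reference agonist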
Target sequence (P37231 whole entry, looked up): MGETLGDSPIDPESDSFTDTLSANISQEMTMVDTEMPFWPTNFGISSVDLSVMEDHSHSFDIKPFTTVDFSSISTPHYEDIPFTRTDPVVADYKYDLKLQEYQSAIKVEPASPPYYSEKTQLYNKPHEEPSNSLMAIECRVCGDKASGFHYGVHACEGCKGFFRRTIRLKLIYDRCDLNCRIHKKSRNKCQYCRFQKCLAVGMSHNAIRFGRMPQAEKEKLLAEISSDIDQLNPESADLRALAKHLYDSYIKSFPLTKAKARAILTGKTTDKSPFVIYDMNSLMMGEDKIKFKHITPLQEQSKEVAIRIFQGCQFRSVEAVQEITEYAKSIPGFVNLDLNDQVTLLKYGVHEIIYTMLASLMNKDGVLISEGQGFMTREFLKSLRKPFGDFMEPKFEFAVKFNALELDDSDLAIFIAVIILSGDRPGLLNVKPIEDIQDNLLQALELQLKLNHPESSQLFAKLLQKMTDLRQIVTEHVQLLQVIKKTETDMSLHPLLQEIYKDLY
TLR4-MyD88 BLA = inhibitors of TLR4-MyD88 association in cells, primary screen, cell-based, HeLa CL3-4, BLA complementation, FRET ratio; Toll-like receptor 4 (Homo sapiens) + Myeloid differentiation primary response protein …; HeLa CL3-4 TLR4/MyD88 BLA complementation; inhibition, % at 8.4 µM; 0.18% of 200,000 active; AID 861, 2007; in the data active = inhibition above about 25%;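 note: 0% = vehicle and 100% = reference inhibitor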
STAT1 inh = STAT1 signaling inhibitors, primary screen, cell-based, HTS, luciferase reporter | 0.35% of 200,000 active | inhibition, % at 5.5 µM | NIH 3T3 STAT1-luciferase reporter, IFN-gamma, luminescence;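 active = inhibition above a set limit, the mean inhibition across all tested compounds plus 3 SD, cut at about 34% in these data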;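 note: 0% = IFN-gamma with DMSO and 100% = IFN-gamma with 300 µM nifuroxazide; values of inactives mirror those of a sister screen read the other way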
SRC2 TRFRET art = TR-FRET signal artefacts, primary screen, artefact control for PPARgamma SRC-2 agonist project, biochemical; TR-FRET artefact counter-screen; active compounds read high; 0.4% of 200,000 active; TR-FRET ratio at 8 µM; AID 1049, 2008; in the data active = TR-FRET ratio above about 2000; note: inactives centre near 1500
PPARg SRC-3 ag = PPARgamma agonists recruiting SRC-3 coactivator, primary screen, biochemical. biochemical PPARgamma/SRC-3 coactivator recruitment assay. activation, % at 8 µM. 0.26% of 200,000 active; in the data active = activation above about 23%;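 note: 0% = DMSO and 100% = reference agonist; some compounds past the cut are filed as inactive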
S1P3 antag = S1P3 receptor antagonists, primary screen, cell-based; Sphingosine 1-phosphate receptor 3 (Homo sapiens), Q99500; CHO S1P3 NFAT-BLA reporter, FRET fluorescence, antagonist mode; inhibition, % at 4.98 µM; 0.27% of 170,000 active; AID 485, 2006;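 active = inhibition above the plate cutoff, the mean inhibition of test wells on that plate plus 3 SD, cut at about 28% in these data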;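 note: cells challenged with S1P at its EC80 of 0.8 µM; blue over green emission ratio from cleaved BLA substrate after 4 h stimulation; 0% = S1P-stimulated wells and 100% = unstimulated DMSO-only wells; some compounds past the cut are filed as inactive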
Target sequence (Q99500 whole entry, looked up): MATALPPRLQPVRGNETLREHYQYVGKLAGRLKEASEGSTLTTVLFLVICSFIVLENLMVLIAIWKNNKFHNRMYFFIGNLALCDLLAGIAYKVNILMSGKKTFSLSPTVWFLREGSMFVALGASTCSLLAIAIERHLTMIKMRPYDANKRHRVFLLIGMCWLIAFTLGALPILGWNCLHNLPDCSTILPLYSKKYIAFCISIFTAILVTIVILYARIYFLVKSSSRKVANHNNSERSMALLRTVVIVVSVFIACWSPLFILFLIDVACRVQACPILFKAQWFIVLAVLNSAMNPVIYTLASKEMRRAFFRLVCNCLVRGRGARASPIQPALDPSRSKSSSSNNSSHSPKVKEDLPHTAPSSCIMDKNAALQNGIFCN
ROMK primary = ROMK potassium channel modulators, primary screen, cell-based, thallium flux, MLSMR library; ATP-sensitive inward rectifier potassium channel 1 (Homo sapiens), P48048; Tet-inducible ROMK, thallium flux fluorescence; actives lie on both sides; B-score at 10 µM; 2% of 130,000 active; AID 1918, 2009;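 active = signal ratio slope over the read window, or its plate-corrected B-score, at least 3 SD from the plate mean, either direction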;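 note: B-score of the F/F0 ratio slope over 7 to 12 s after thallium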
STAT3 activator = IL-6 driven STAT3 reporter potentiators, primary screen, U3A cells, luciferase, luminescence, MLSCN library; AID 871, 2007; 0.91% of 190,000 active; IL-6 STAT3-luciferase reporter; 100% = signal with IL-6 EC80 alone; activation (% of control), % at 5.6 µM;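 active = activation above the screen-wide mean of compound activation plus 3 SD, cut at about 130% in these data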;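 note: 0% = background luminescence of wells with medium and substrate only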
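Material: human STAT1-deficient U3A cells with stable STAT3-luciferase reporter / Probe or stimulus: IL-6 stimulus at 33 ng/mL final / Schedule: 1 h compound pre-exposure, 6 h IL-6 stimulation, 37 °C / Technique: luminescence / Read-out basis: percent of IL-6-only median luminescence / Control set: IL-6-only high control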
PPARg SRC-2 ag = agonists of PPARg-SRC-2 recruitment, primary screen, biochemical, HTS. Peroxisome proliferator-activated receptor gamma (Homo sapiens), P37231. PPARgamma LBD-SRC-2 recruitment. activation, % at 8 µM. 0.34% of 200,000 active; in the data active = activation above about 22%;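 note: 0% = vehicle and 100% = reference agonist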
RAM network inh = inhibitors of the yeast RAM network, primary screen, dse1pr::URA3 reporter, 5-FOA selection; S. cerevisiae dse1pr::URA3 reporter, 5-FOA growth OD615, 2 d; analog-sensitive cbk1-as2 kinase mutant strain; inhibition, % at 50 µM; 1.8% of 190,000 active;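 active = inhibition above a set limit, 3 SD over mean compound inhibition, cut at about 8.4% in these data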;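 note: 0% = DMSO-only wells with no growth and 100% = 10 µM 1-NA-PP1 full growth; inhibition rescues growth on 5-FOA so higher OD means more RAM inhibition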
STAT3 inh = IL-6 driven STAT3 reporter inhibitors, primary screen, U3A cells, luciferase, luminescence, MLSCN library. inhibition, % at 5.5 µM. 0.89% of 190,000 active. AID 862, 2007. IL-6 STAT3-luciferase reporter; host cell line lacks STAT1;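 active = inhibition above the mean inhibition across all screened compounds plus 3 SD, cut at about 44% in these data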;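 note: 0% = DMSO only wells and 100% = 100 µM nifuroxazide control wells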
Numbers without * were called inactive; · = no result given.

structure	PPARg SRC1 recr	TLR4-MyD88 BLA	STAT1 inh	SRC2 TRFRET art	PPARg SRC-3 ag	S1P3 antag	ROMK primary	STAT3 activator	PPARg SRC-2 ag	RAM network inh	STAT3 inh
CCc1cccc(NC(=O)c2cc(S(=O)(=O)N(C)C)ccc2N2CCCC2)c1	4	-5	-8	1714	3	-16	-0.32	98	2	11*	5
O=C1c2ccccc2C(=O)N1c1ccc(Cl)cc1	-4	-8	-5	1731	4	·	-0.019	106	3	0.0	-8
Cc1noc(C)c1COc1ccc(C(=O)OCC(=O)Nc2cccc(S(=O)(=O)N3CCOCC3)c2)cc1	1	2	-1	1574	-1	0	-0.13	97	-2	8.3	2
Cc1ccc(Nc2nc3ccccc3n3nnnc23)cc1	-6	12	-8	1438	-4	-15	-0.69	126	2	3.6	-33
O=C(Nc1cccc(Cl)c1)c1cnn2cccnc12	-1	7	-59	1398	-7	-1	-0.055	123	-2	-0.9	-24
O=C1c2ccccc2C(=O)N1CN(C(=O)c1ccccc1)c1ccc(O)cc1	0	6	15	1479	2	-4	-1.2	104	-2	2.4	3
Cc1ccc(NS(=O)(=O)c2cccc(C(=O)NCCc3c[nH]c4ccccc34)c2)c(C)c1	4	-7	0	1386	4	6	·	113	0	5.6	-8
CC1CCCC(C)N1CCNC(=O)CCn1nc(-c2ccccc2)ccc1=O (configuration not stated)	-1	-13	-2	1569	-8	-9	·	96	-7	2.4	8
O=C(Nc1ccc(N2CCCC(O)C2)cc1)c1snc2c(=O)[nH]cnc12 (configuration not stated)	4	3	-2	1616	6	·	0.56	101	8	1.3	-2
CS(=O)(=O)c1nc(-c2ccccc2)c(-c2ccccc2)[nH]1	-3	-7	0	1564	1	-4	0.49	97	-1	1.8	1
Cc1nn(-c2ccccc2)c(Cl)c1/C=C1\SC(=S)N(C)C1=O	-4	-14	10	1505	-3	-5	0.038	102	-13	8.4*	2
Cc1ccc(C2(c3noc(CN(C)Cc4ccccn4)n3)CCCC2)cc1	-2	-11	7	1296	-4	-7	-0.29	106	4	-0.1	6

Continuation:
structure	PPARg SRC1 recr	TLR4-MyD88 BLA	STAT1 inh	SRC2 TRFRET art	PPARg SRC-3 ag	S1P3 antag	ROMK primary	STAT3 activator	PPARg SRC-2 ag	RAM network inh	STAT3 inh
Cc1ccc2cc(COC(=O)C3CCCO3)c(=O)[nH]c2c1 (configuration not stated)	4	-8	-1	1607	-3	·	·	93	-4	0.7	17
O=C(Cc1n[nH]c(=O)[nH]c1=O)N/N=C/c1cccc(O)c1	-2	-1	-5	1524	2	·	0.65	106	1	-0.5	0
COc1cccc(C(=O)NNC2OC(CO)C(O)C2O)c1 (configuration not stated)	5	-7	2	1578	0	-4	-0.0091	109	-1	4.5	-10
O=C(N/N=C/c1ccc(Br)s1)c1cccnc1	-4	3	0	1426	-9	-1	-0.0017	93	-3	0.5	13
COc1cc(CN(C2CCCCC2)S(=O)(=O)c2ccc(S(=O)(=O)N(C)C3CCCCC3)cc2)cc(OC)c1OC	-6	-13	7	1518	5	5	-0.46	109	1	4.8	-14
O=C(Nc1ccc(O)c(-c2nc3ccccc3s2)c1)C1=COCCO1	2	12	-1	1516	5	-1	0.42	90	-2	4.1	13
Cc1ccc(Cn2c(CN3CC(C)OC(C)C3)nc3c2c(=O)[nH]c(=O)n3C)cc1 (configuration not stated)	4	-3	10	1394	-3	-7	·	102	-4	2.0	1
CC(=O)N1CCCN(Cc2cn(-c3cc(C)ccc3C)nc2-c2ccccc2)CC1	-4	3	-1	1487	3	-4	0.044	105	2	-0.5	-1
O=C(CCS(=O)(=O)c1ccc(Br)cc1)Nc1ccccn1	14	8	-4	1660	-4	-4	0.31	96	3	0.5	9
C=CCCC(=O)Nc1ccc(COC(=O)N2CCOCC2)cc1	-4	3	-3	1375	-2	-1	·	103	1	0.9	0
c1ccc2c(CSc3nnc(-c4ccncc4)o3)cccc2c1	6	-3	7	1428	14	·	·	87	-6	-2.3	19
COCC(=O)Nc1cc(Cl)ccc1C(F)(F)F	-9	6	-1	1527	-1	4	0.34	102	-2	1.3	2

(listing goes on)
structure	PPARg SRC1 recr	TLR4-MyD88 BLA	STAT1 inh	SRC2 TRFRET art	PPARg SRC-3 ag	S1P3 antag	ROMK primary	STAT3 activator	PPARg SRC-2 ag	RAM network inh	STAT3 inh
CCOC(=O)N1CCN(c2nc(-c3ccc(OC)cc3)no2)CC1	8	-3	-7	1501	5	-23	-0.47	81	3	4.8	24
O=C1OC(Nc2ccccn2)c2ccccc21 (configuration not stated)	2	8	5	1456	-3	·	·	98	0	0.6	6
CCOc1ccc(NC(=O)CSC2=NCCN2)cc1	4	-21	-4	1555	0	-6	-0.055	112	1	0.8	-18
Cc1ccccc1-n1cc(CNC(=O)CC2C(=O)NCCN2C/C=C/c2ccccc2)cn1 (configuration not stated)	7	-13	-1	1587	3	-10	0.24	128	-3	0.9	-18
Nc1ccc(O)c(-c2nc3ccccc3s2)c1	9	-6	-31	1662	21	2	0.29	130	11	2.4	-27
COc1cc(/C=C2\SC(=S)N(Nc3ncc(C(F)(F)F)cc3Cl)C2=O)ccc1O	4	11	-5	1785	0	·	-3.7*	111	9	2.1	-16
CC(C)N(C(=O)COC(=O)c1ccccc1C(=O)c1ccc(Cl)c([N+](=O)[O-])c1)C(C)C	3	16	20	1499	2	-3	1.5	105	-4	3.4	3
COC(=O)c1cccc(N(C(=O)c2cnccn2)C(C(=O)NCc2ccccc2)c2ccco2)c1 (configuration not stated)	2	-11	0	1358	14	-27	·	93	9	0.5	11
CCN(CC)c1ccc(N2C(=O)c3ccccc3C2=O)cc1	-1	-7	-15	1793	5	2	·	106	5	0.8	-3
C/C(CCc1ccccc1)=N\NC(=O)c1ccccc1[N+](=O)[O-]	2	-5	-13	1397	3	13	0.28	97	4	0.8	8
COc1ccc(C)cc1NC(=O)CSc1nnc(-c2ccc(C)cc2)o1	1	-8	13	1588	16	-17	·	91	1	8.0	20
CCNc1nc(NCC)n2c(SC(C)C(=O)c3ccc(C)cc3)nnc2n1 (configuration not stated)	12	-11	15	1683	0	-3	·	83	10	0.1	16

Record cards, as listed above. Values in the order: PPARg SRC1 recr	TLR4-MyD88 BLA	STAT1 inh	SRC2 TRFRET art	PPARg SRC-3 ag	S1P3 antag	ROMK primary	STAT3 activator	PPARg SRC-2 ag	RAM network inh	STAT3 inh
Cc1noc(C)c1COc1ccc(C(=O)OCC(=O)Nc2cccc(S(=O)(=O)N3CCOCC3)c2)cc1 is listed with 1	2	-1	1574	-1	0	-0.13	97	-2	8.3	2
Cc1ccc(NS(=O)(=O)c2cccc(C(=O)NCCc3c[nH]c4ccccc34)c2)c(C)c1 is listed with 4	-7	0	1386	4	6	·	113	0	5.6	-8

(list continues)
structure	PPARg SRC1 recr	TLR4-MyD88 BLA	STAT1 inh	SRC2 TRFRET art	PPARg SRC-3 ag	S1P3 antag	ROMK primary	STAT3 activator	PPARg SRC-2 ag	RAM network inh	STAT3 inh
Cn1c(NC(=O)c2ccc(Cl)cc2Cl)cc(=O)n(C)c1=O	-1	5	2	1463	-1	20	·	107	-1	0.6	-3
O=C(Cn1cnc([N+](=O)[O-])n1)N/N=C/c1ccccc1O	6	0	-8	1544	-9	·	·	104	2	0.0	6
Oc1ccc(/C=N/NC(=S)NCc2ccco2)cc1	4	-2	5	1734	12	·	·	91	8	1.5	14
N#CC1=C(N)N2C(=C(C#N)C1c1ccc(Br)cc1)Nc1ccccc12 (configuration not stated)	-11	11	9	1494	3	-3	·	84	-3	5.7	18
O=C1c2ccccc2C(O)N1c1cccnc1 (configuration not stated)	-1	-3	-2	1563	1	5	·	100	5	-0.8	5
CC1(C)CC(=O)C2=C(C1)OC(N)=C(C#N)C2C1CC=CCC1 (configuration not stated)	9	-11	10	1441	2	-1	0.042	93	7	1.3	10
CC(Sc1ccccc1)C(=O)Nc1ccc(N2CCOCC2)cc1 (configuration not stated)	2	-9	-3	1687	0	·	0.51	95	2	0.7	4
CCOC(=O)CSc1nnc(CSc2nc(C)cc(C)n2)n1Cc1ccco1	2	-11	1	1645	8	-6	-0.019	105	9	0.0	-3
O=C(Cn1c(=O)sc2ccccc21)NCCOc1ccccc1F	-2	-22	-5	1398	-11	·	·	109	-6	2.1	-6

ROMK primary: what is marked active above
canonical_smiles | TLR4-MyD88 BLA | STAT1 inh | PPARg SRC-3 ag | S1P3 antag | ROMK primary | STAT3 activator | RAM network inh
COc1cc(/C=C2\SC(=S)N(Nc3ncc(C(F)(F)F)cc3Cl)C2=O)ccc1O | 11 | -5 | 0 | · | -3.7* | 111 | 2.1

Grouped by structure: the entries above containing bromine.
structure	PPARg SRC1 recr	TLR4-MyD88 BLA	STAT1 inh	SRC2 TRFRET art	PPARg SRC-3 ag	S1P3 antag	ROMK primary	STAT3 activator	PPARg SRC-2 ag	RAM network inh	STAT3 inh
O=C(N/N=C/c1ccc(Br)s1)c1cccnc1	-4	3	0	1426	-9	-1	-0.0017	93	-3	0.5	13
O=C(CCS(=O)(=O)c1ccc(Br)cc1)Nc1ccccn1	14	8	-4	1660	-4	-4	0.31	96	3	0.5	9
N#CC1=C(N)N2C(=C(C#N)C1c1ccc(Br)cc1)Nc1ccccc12 (configuration not stated)	-11	11	9	1494	3	-3	·	84	-3	5.7	18

High-throughput results from PubChem.
